# Compound activity deposited in PubChem by Broad Institute.
# SIRT5 block – SIRT5 desuccinylase inhibitors, primary screen, biochemical, fluorescence imaging, single point, set 5; inhibition, % at 15 µM; Purified SirT5, succinyl-peptide AMC, trypsin-coupled fluorescence; 1.1% of 330,000 active; in the data active means inhibition above about 15%; inconclusive means no clear call, values can overlap the other calls
# Target sequence (Q9NXA8 whole entry, looked up): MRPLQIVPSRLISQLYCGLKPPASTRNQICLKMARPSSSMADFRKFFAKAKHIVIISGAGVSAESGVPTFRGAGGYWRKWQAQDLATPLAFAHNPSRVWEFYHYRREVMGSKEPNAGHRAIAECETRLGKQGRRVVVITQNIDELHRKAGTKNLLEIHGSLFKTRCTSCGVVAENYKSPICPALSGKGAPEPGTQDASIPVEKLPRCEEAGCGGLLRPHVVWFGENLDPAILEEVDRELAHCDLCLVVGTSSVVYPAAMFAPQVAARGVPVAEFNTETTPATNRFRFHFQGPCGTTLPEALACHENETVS
# miR-122 sensor – miR-122 Renilla sensor signal increase in Huh7, primary screen, miR-122 inhibitor project, cell-based, single point, plate reader; Huh7 miR-122 Renilla luciferase sensor, 48 h; neutral wells = 0, positive control = 100; activation (reporter increase), % at 12.5 µM; 0.3% of 340,000 active; AID 602342, 2012;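 active means mean replicate activation score at least 90 and every replicate individually at or above 90; inconclusive means only one of the two criteria met; inactive means neither criterion met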;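 further: higher luciferase means less miR-122 activity so hits act as miR-122 inhibitors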
# CASP6 VEID inh – human caspase-6 inhibitors, primary screen, biochemical, VEID-R110 fluorescence, single point, set 2. purified caspase-6, Z-VEID-R110 cleavage fluorescence. P55212. 0.53% of 350,000 active. AID 686996, 2013. inhibition, % at 12.5 µM;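 active means mean inhibition across replicates at least about 35%, with every replicate also reaching that limit, limit read from the data; inconclusive means only one of the two criteria met; inactive means neither criterion met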;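 further: 0% = median of neutral control wells and 100% = no fluorescence left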
# Target sequence (P55212 24-179 limits assumed): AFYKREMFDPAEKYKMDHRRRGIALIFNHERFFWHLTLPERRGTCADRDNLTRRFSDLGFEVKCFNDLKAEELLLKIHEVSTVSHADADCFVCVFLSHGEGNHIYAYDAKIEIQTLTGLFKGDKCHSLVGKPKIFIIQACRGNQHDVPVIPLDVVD
# Target sequence (P55212 194-293 limits assumed): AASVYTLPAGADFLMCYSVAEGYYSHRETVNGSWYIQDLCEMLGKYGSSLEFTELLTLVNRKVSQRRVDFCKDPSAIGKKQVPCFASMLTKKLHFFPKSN
# ERp5 block – inhibitors of ERp5-driven insulin aggregation, primary screen, biochemical, turbidity, absorbance 650 nm, single point; Protein disulfide-isomerase A6 (Homo sapiens), Q15084; AID 651711, 2012; 90 min; 0.05% of 350,000 active; inhibition, % at 9.99 µM;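 active means mean replicate inhibition above about 25%, with every replicate also reaching it, limit read from the data, passing the limit was not always enough; inconclusive means only one of those two criteria met; inactive means neither criterion met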
# Target sequence (Q15084 whole entry, looked up): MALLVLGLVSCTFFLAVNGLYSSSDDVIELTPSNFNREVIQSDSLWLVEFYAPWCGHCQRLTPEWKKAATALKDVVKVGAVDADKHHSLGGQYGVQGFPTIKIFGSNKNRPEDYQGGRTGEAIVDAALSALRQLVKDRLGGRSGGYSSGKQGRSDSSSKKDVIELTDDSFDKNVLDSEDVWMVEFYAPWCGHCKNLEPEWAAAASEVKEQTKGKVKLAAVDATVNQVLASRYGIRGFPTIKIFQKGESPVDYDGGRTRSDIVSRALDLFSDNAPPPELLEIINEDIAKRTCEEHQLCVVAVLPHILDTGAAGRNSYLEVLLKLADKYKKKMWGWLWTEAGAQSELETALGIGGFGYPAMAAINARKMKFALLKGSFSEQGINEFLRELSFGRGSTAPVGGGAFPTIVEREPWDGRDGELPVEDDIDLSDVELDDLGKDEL
# CFTR F508del cor – F508del CFTR correction, initial screen, CFBE line, single point. activity (quench increase), % at 7.58 µM. 0.36% of 350,000 active. AID 720511, 2013. CFBE cells, YFP halide quenching; stimulated with forskolin plus potentiator P3; % fluorescence drop versus neutral controls;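 active means mean added fluorescence quench of at least 8% versus neutral control, with both replicates also reaching 8%; inconclusive means only one of the mean or replicate conditions met; inactive means mean below 8% and not both replicates reaching 8%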;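 further: cells transiently co-express mutant CFTR-F508del with the halide-sensitive YFP; corrector assay measuring rescue of mutant channel to the surface after 24 h compound exposure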
# ERAP1 HTS inh – human ERAP1 aminopeptidase inhibitors, primary screen, biochemical, single point, plate reader; Endoplasmic reticulum aminopeptidase 1 (Homo sapiens), Q9NZ08; recombinant ERAP1, Leu-AMC fluorescence, 60 min; inhibition, % at 10.7 µM; 0.15% of 340,000 active; AID 652197, 2013;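 active means mean replicate inhibition of at least 30%, or all replicates individually reaching that 30% level; inactive means mean below 30% and not every replicate reaching it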;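 further: 0% = neutral control wells and 100% = L-leucinethiol positive control wells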
# DENV2 CPE – inhibitors of DENV2 cytopathic effect, primary screen, cell-based, plate reader, single concentration | DENV2-infected cells, cytopathic effect rescue | CPE inhibition, % at 9.99 µM | 1.7% of 350,000 active; in the data active means CPE inhibition above about 20%, passing the limit was not always enough; inconclusive means no clear call, values can overlap the other calls; tested in BHK-21 cells;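 further: 0% = median of neutral control wells and 100% = median of positive control wells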
# The depositor's hits bear a star; ? = inconclusive; / = not tested or not shown; & = joins results of further samples; [ ] = dose if it differs, or a comment.
SMILES,SIRT5 block,miR-122 sensor,CASP6 VEID inh,ERp5 block,CFTR F508del cor,ERAP1 HTS inh,DENV2 CPE
COc1ccc(-c2ccc(C3[C@H]4CNC[C@@H]3N4S(=O)(=O)c3cccc(C)c3)cc2)cc1 (some centres not stated),5&-2,/,-4&-2,3&1,2.5&3.0,0&0,?
NC(=O)c1cc(N=Nc2c(N)[nH]n(-c3c(Cl)cc(Cl)cc3Cl)c2=O)ccc1Cl,-4,-4,3,-5,1.9,8,4
C[C@H](CO)N1C[C@H](C)[C@H](CN(C)S(=O)(=O)c2cccs2)Oc2ccc(NS(=O)(=O)c3ccc(F)cc3)cc2C1=O,1,-4[16.7 µM],0,14,-1.7,-3,-7
CCCCCN(C(=O)CSc1n[nH]c(-c2ccc(C)cc2)n1)c1c(N)n(CCCC)c(=O)[nH]c1=O,4,-3,1,3,7.6,-1,-3
O=C(NCCC1CCCCN1S(=O)(=O)c1ccc(F)cc1)C(=O)NCc1ccccn1 (configuration not stated),-1,-1,-1,-2,-1.7,5,?
COc1ccc(CN(C)C(=O)c2ccc(NS(=O)(=O)c3ccc(F)cc3)cc2)c(OC)c1,-9,12,-2,5,4.4,0,-3
Cn1c(=O)n(C)c2cc(/C=C(/C#N)C(=O)NCc3ccco3)ccc21,0,1,3,-2,-2.0,5,7
COC(=O)c1ccc2nc(-c3ccccc3)c(Cc3ccccc3)n2c1,-4,/,3,8,-6.5,-3,11
CN(C(=O)COC(=O)CSc1ccccc1)c1c(N)n(Cc2ccccc2)c(=O)[nH]c1=O,2,-1,2,3,3.4,0,-5
CCCCCCCCNS(=O)(=O)CCNCc1ccco1,-8,-5,1,5,-0.6,12,?
COCCNCCCOc1ccc(C)cc1Br,-3,/,-2,5,3.4,11,1
O=C(Cn1ncc(N2CCCC2)c(Br)c1=O)c1ccc(Cl)cc1,2,/,1,0,1.6,5,2
NC(=O)CC(NC(=O)Cc1ccc(Br)cc1)c1ccc(NC2CC3CCC2C3)c([N+](=O)[O-])c1 (configuration not stated),/,3,-2,-1,10*,3,2
COCC(=O)Nc1ccc2c(c1)[C@@H]1C[C@@H](CC(=O)NCC3CC3)O[C@H](CO)[C@@H]1O2,3,-1[16.7 µM],-1,-2,5.3,3,-2
CC(C)(C)n1nc2c(c1NC(=O)Cc1ccc([N+](=O)[O-])cc1)CS(=O)(=O)C2,-11,/,2,-4,1.8,-2,-6
CC(=O)Nc1nc(-c2ccccc2)cc(-c2ccco2)c1C#N,-4,11,4,3,-2.2,-1,-5
CSc1nsc(SCC(=O)Nc2ccc(OC(C)=O)cc2)n1,-1,-13,4,-6,0.0,-3,-6
Cc1cc(C)c(S(=O)(=O)NCc2ccc3c(c2)OCO3)c(C)c1,-6,51,-3,1,-0.8,10,-2
CCOC(=O)C1(Cc2cccc(F)c2)CCN(C(=O)COC)CC1,0,1,-3,-3,-1.4,-5,3
O=C(CS(=O)(=O)Cc1ccccc1)NCCc1ccc(F)cc1,-3,-2,-4,-4,0.5,3,-4

# Profiles, quoted from the list. Order of values: SIRT5 block | miR-122 sensor | CASP6 VEID inh | ERp5 block | CFTR F508del cor | ERAP1 HTS inh | DENV2 CPE
# `CCOC(=O)C1(Cc2cccc(F)c2)CCN(C(=O)COC)CC1` in the list: 0 | 1 | -3 | -3 | -1.4 | -5 | 3
# `COCCNCCCOc1ccc(C)cc1Br` in the list: -3 | / | -2 | 5 | 3.4 | 11 | 1

# Further results follow:
SMILES,SIRT5 block,miR-122 sensor,CASP6 VEID inh,ERp5 block,CFTR F508del cor,ERAP1 HTS inh,DENV2 CPE
Cc1ccc(C)c(-n2c(-c3ccncc3)n[nH]c2=S)c1,2,/,1,2,-0.7,/,-2
O=C1OC(c2cccs2)=N/C1=C/c1ccc(-c2cccc(C(=O)O)c2)o1,12,/,27,9,-5.3,2,-1
O=C1NC[C@H](Cc2ccccc2)N(C[C@H]2CCCN2C[C@H](Cc2ccccc2)N2C[C@H](Cc3ccccc3)N(CC3CCCCCC3)C(=O)C2=O)C1=O,12,1,5,1,-3.0,/,-1
Cc1ccc(-c2nc(SCC(=O)c3c(N)n(C4CC4)c(=O)[nH]c3=O)n[nH]2)cc1,-2,6,-2,7,1.1,13,?
CN(C)C(=O)c1cccc(-c2ccc([C@H]3[C@H](CO)N4C(=O)CN(C(=O)C5CCCCC5)C[C@@H]34)cc2)c1,0,/,2,-1,-1.4,1,9
O=[N+]([O-])c1ccc(N2CCN(c3cccc(Cl)c3)CC2)nc1,-5,0,-7,3,-1.7,1,-4
COc1ccc(C)cc1N(C(=O)c1ccco1)C(C(=O)NC1CCCC1)c1cc(OC)c(OC)c(OC)c1 (configuration not stated),2,2,2,-6,-2.0,-2,0
CCCCCn1nc(C(=O)N(CCOC)c2c(N)n(CCCC)c(=O)[nH]c2=O)c2ccccc2c1=O,-2,/,-4,-5,-2.6,-7,?
CCOC(=O)c1ccc(NC(=O)c2nc[nH]c2C(=O)N[C@@H](CC(C)C)C(=O)OCc2ccccc2)cc1,/,-5,-9,13,-4.4,-1,-5
CC1CCN(C(=O)COC(=O)c2cc(=O)[nH]c3ccccc23)CC1,3,-5,0,0,2.2,0,10
C#CCSc1ncc(-c2ccccc2)cn1,/,-9,0,-4,2.2,-2,8
COc1ccc(CN(C)C[C@H]2OCCCC[C@H](C)Oc3ccc(NS(=O)(=O)c4cccs4)cc3C(=O)N([C@H](C)CO)C[C@H]2C)cc1,7,-9[16.7 µM],-2,-6,0.3,-1,52*
CC(C)(C)Cc1nnc(NC(=O)CCc2ccccc2)s1,-5,5,0,-3,2.4,2,0
COc1ccccc1N1CCN(CC(C)N(C(=O)C2CCCCC2)c2ccccn2)CC1 (configuration not stated),-1,17,-3,3,1.0,3,-2
COc1ccc(CCN2C(=O)c3ccccc3C2c2nnnn2-c2ccc3c(c2)OCCO3)cc1OC (configuration not stated),-6,/,2,2,-0.2,/,6
CC(C)(C)C(=O)Cn1nnc(-c2ccc(C(F)(F)F)cc2)n1,0,/,2,-8,1.0,4,-2
CC(C)=CCN1CCN(Cc2cccn2-c2ncccn2)CC1CCO (configuration not stated),-3,/,-4,1,3.0,4,-8
COc1ccc(NC(=O)C[C@H]2C(=O)N(CCc3ccccc3)C[C@@H]2c2ccc(OC)cc2)cc1,-1,-6,-1,4,3.0,/,-4
Cc1oc(S(=O)(=O)N2CCCCC2)cc1NC(=O)Nc1ccc(F)cc1,1,/,-6,3,0.0,-10,2
O=C(NCCNC(=O)c1cccc(O)c1)c1cccc(O)c1,-3,/,-1,2,1.4,-1,-1
Cc1ccc(-c2ccc3c(c2)O[C@H](CN(C)Cc2cccc(C(=O)O)c2)[C@H](C)CN([C@@H](C)CO)S3(=O)=O)cc1,0,19[16.7 µM],1,1,3.2,-1,0
Cc1ccc(N2CC(C(=O)N3CCC(C(=O)Nc4nnc(C(C)(C)C)s4)CC3)CC2=O)cc1 (configuration not stated),1,-7,6,-1,-0.7,2,-2
Cc1cc(NC(=O)CSc2nnc(Cn3c(=O)sc4ccccc43)n2-c2ccccc2C)no1,/,-4,-1,0,1.5,/,7
C[C@H](CO)N1C[C@H](C)[C@@H](CN(C)Cc2cccc(C(=O)O)c2)OCc2ccccc2-c2ccccc2C1=O,-1,/,3,-9,-0.6,0,1
CCOC(=O)c1nc(Nc2cccc(C)c2)c2ccccc2n1,5,/,-2,-9,-0.5,4,2
COc1cccc(NC(=O)CN2C(=O)CSc3ccc(S(=O)(=O)N4CCCCC4)cc32)c1,0,/,-1,2,-4.6,-2,5
CCC(=O)c1ccc(OCC(O)CN2CCc3ccccc3C2)cc1 (configuration not stated),-1,/,-9,1,-3.3,-2,12
C[C@H](CO)N1C[C@H](C)[C@@H](CN(C)C(=O)NC2CCCCC2)OCCCC[C@H](C)Oc2ccc(NS(C)(=O)=O)cc2C1=O,/,-4[16.7 µM],/,/,-1.4,/,-5
N#Cc1cnc(=S)n(-c2cc(C(F)(F)F)cc(C(F)(F)F)c2)c1N,6,14,-3,-5,/,-8,-12
CCC1Oc2ccccc2N(CC(=O)NCCCN2CCC(C)CC2)C1=O (configuration not stated),-6,-3,-3,4,-2.4,-1,5
Cc1c(C(=O)Nc2cccc(Oc3ccccc3)c2)sc(=O)n1Cc1ccc(F)cc1,/,/,0,5,1.6,/,0
O=C(NC1CCCC1)C1CCC(CNS(=O)(=O)c2ccccc2)CC1 (configuration not stated),-3,-1,3,1,-0.8,0,9
[N-]=[N+]=Nc1ccccc1C[C@@]1(C(=O)NCc2ccccc2)N=C(c2ccc(OCCCO)cc2)O[C@@H]1c1ccccc1,4,/,-6,1,2.0,-2,34*
C#CCOCCOCCOCCNc1nc(N2CCN(C(=O)[C@H](CCCN=C(N)N)n3cc(C(N)[C@@H](C)CC)nn3)CC2)nc(N2CCN(C(=O)[C@H](CCC(=O)O)n3cc([C@@H](N)CC(N)=O)nn3)CC2)n1 (some centres not stated),-6,-3,-66,-4,0.9,-8,10
O=C1OCc2ccc(NC(=O)C3CCCCC3)cc21,-5,-8,0,3,-0.7,-2,2
CCCCc1ccc(/C(C)=N/Nc2cc(N3CCOCC3)nc(C)n2)cc1,/,-4,1,1,6.1,1,-9
COc1ccc(NC(=O)CCNS(=O)(=O)c2cccc3nsnc23)c(OC)c1,-8,-8,1,5,1.2,3,0
CC(C)NC(=O)N(C)C[C@@H]1Oc2ccc(NS(=O)(=O)c3ccccc3)cc2CC(=O)N([C@H](C)CO)C[C@H]1C,-2,3[16.7 µM],-1,13,3.0,2,4
CCCCC1CCC(C(=O)OC(C)C(=O)Nc2ccc(NC(C)=O)cc2)CC1 (configuration not stated),-1,4,-3,2,0.5,75*,?
O=C(Nc1ccc(C(F)(F)F)cc1)c1cc(S(=O)(=O)NCC2COc3ccccc3O2)ccc1F (configuration not stated),-6,7,1,-3,5.1,1,-7
CCOC(=O)C1=C(C)NC(=O)NC1c1ccc(-c2ccc(Cl)cc2)o1 (configuration not stated),1,/,1,-1,-5.9,0,6

# Compounds listed so far with fluorine, in the order listed:
SMILES,SIRT5 block,miR-122 sensor,CASP6 VEID inh,ERp5 block,CFTR F508del cor,ERAP1 HTS inh,DENV2 CPE
C[C@H](CO)N1C[C@H](C)[C@H](CN(C)S(=O)(=O)c2cccs2)Oc2ccc(NS(=O)(=O)c3ccc(F)cc3)cc2C1=O,1,-4[16.7 µM],0,14,-1.7,-3,-7
O=C(NCCC1CCCCN1S(=O)(=O)c1ccc(F)cc1)C(=O)NCc1ccccn1 (configuration not stated),-1,-1,-1,-2,-1.7,5,?
COc1ccc(CN(C)C(=O)c2ccc(NS(=O)(=O)c3ccc(F)cc3)cc2)c(OC)c1,-9,12,-2,5,4.4,0,-3
CCOC(=O)C1(Cc2cccc(F)c2)CCN(C(=O)COC)CC1,0,1,-3,-3,-1.4,-5,3
O=C(CS(=O)(=O)Cc1ccccc1)NCCc1ccc(F)cc1,-3,-2,-4,-4,0.5,3,-4
CC(C)(C)C(=O)Cn1nnc(-c2ccc(C(F)(F)F)cc2)n1,0,/,2,-8,1.0,4,-2
Cc1oc(S(=O)(=O)N2CCCCC2)cc1NC(=O)Nc1ccc(F)cc1,1,/,-6,3,0.0,-10,2
N#Cc1cnc(=S)n(-c2cc(C(F)(F)F)cc(C(F)(F)F)c2)c1N,6,14,-3,-5,/,-8,-12
Cc1c(C(=O)Nc2cccc(Oc3ccccc3)c2)sc(=O)n1Cc1ccc(F)cc1,/,/,0,5,1.6,/,0
O=C(Nc1ccc(C(F)(F)F)cc1)c1cc(S(=O)(=O)NCC2COc3ccccc3O2)ccc1F (configuration not stated),-6,7,1,-3,5.1,1,-7
